Compound activity from PubChem.
Eya2 inh: Eya2 (human) phosphatase inhibition. Potency, µM (doses to about 76.9 µM), for inactives: top-dose activity, negative = inhibition, hits mostly inhibitors. recombinant Eya2, OMFP fluorescence dephosphorylation (OMFP is methylfluorescein phosphate). O00167. 330,000 tested, 0.006% active; note: potency is the fitted concentration of half-maximal effect; % is set by controls: 0 for no effect and ±100 for the full control effect
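Eya2 protein (added as 0.2 uM solution) was preincubated with compound for 10 min at ambient temperature in 50 mM HEPES pH 7.5, 50 mM NaCl, 5 uM MgCl2, 0.05% BSA, 1 mM DTT. OMFP (added at 50 uM) then reacted 10 min; fluorescence read at 485/525 nm.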
BCR signal inh: inhibitors of chronic active B-cell receptor signaling. ABC-DLBCL IkBa-CBG/CBR reporter, luminescence ratio, 4 h. AID 493014. 340,000 tested, 0.05% active. Potency, µM (titrated, usually from 46.1 µM), for inactives: at the top dose ratio change, negative = lower green/red ratio, hits mostly inhibitors; active = well fitted inhibition curve with a large enough effect in the signal ratio, with a control signal flat, not every such curve was filed as active; inconclusive = small, poorly fitted or top-dose-only effect, or effect the other way, or a change in a side signal; the % refers to the signal ratio;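 note: potency is the fitted concentration of half-maximal effect; plate controls were basal doxycycline-induced cells for no effect and cells given 10 µM MG132 for full effect; MG132 reads +100%, hits lower the ratio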
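Doxycycline induced both beetle luciferases in TMD8 lymphoma cells; IKK-driven degradation limits the IkappaBalpha-fused green signal, while red luminescence normalises for cell number and nonspecific effects. Compounds tested up to 46 uM, 4 hrs.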
A-T KAP1 phos: candidate therapy for ataxia-telangiectasia; […] A-T fibroblasts, KAP-1 phosphorylation AlphaLISA; neocarzinostatin DNA damage 30 min before lysis; Potency, µM (series often up to 57.5 µM), without a hit: top-dose activation, usual class: activators; 320,000 tested, 0.19% active; AID 485349; note: potency is the fitted concentration of half-maximal effect; % of control where 0% means no effect; nearly all actives have a fitted effect of over 45% in size
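hTERT-immortalized A-T patient fibroblasts ([…]), 500 cells/well in OPTI-MEM, 1% FBS, got compounds for 60 min, then NCS for 30 min at 37C. Lysates were then assayed for phospho-KAP-1 by AlphaLISA (anti-pKAP1 donor, anti-KAP1 acceptor beads), 6 hr at 25C.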
S-ASM inh: human S-ASM enzyme inhibition | placental ASM, HMU-PC fluorogenic substrate, 60 min | Potency, µM (top dose mostly 57.5 µM), inactives show at the highest dose activity change, negative = inhibition, hits mostly inhibitors | 340,000 tested, 0.006% active; note: potency is the fitted concentration of half-maximal effect
Target sequence (P17405 47-631 limits assumed): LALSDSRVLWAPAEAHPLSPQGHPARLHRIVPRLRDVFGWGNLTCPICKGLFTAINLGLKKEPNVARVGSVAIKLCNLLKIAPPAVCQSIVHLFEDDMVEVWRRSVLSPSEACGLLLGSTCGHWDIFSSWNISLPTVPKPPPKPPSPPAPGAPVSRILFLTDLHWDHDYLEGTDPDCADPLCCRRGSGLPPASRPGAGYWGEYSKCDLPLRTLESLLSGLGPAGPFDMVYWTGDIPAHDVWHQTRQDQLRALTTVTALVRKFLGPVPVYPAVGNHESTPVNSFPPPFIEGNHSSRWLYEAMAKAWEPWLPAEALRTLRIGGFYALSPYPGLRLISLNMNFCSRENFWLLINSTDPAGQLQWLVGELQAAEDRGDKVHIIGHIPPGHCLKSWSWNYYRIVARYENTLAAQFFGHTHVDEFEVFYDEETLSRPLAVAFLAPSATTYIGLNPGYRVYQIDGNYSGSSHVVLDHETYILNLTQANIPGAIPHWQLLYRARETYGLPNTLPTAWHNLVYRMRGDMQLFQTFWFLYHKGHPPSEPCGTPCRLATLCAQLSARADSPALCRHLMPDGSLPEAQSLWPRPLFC
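Human placenta-derived ASM enzyme was preincubated with compound for 10 minutes at room temperature, then given fluorogenic substrate HMU-PC0 (9 uM final) for 60 minutes at 37 °C; a pH 10 stop preceded fluorescence reading at Ex 386/Em 447 nm.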
Tb PFK block: inhibitors of T. brucei phosphofructokinase | AID 485367 | O15648 | 330,000 tested, 0.17% active | T. brucei PFK, ADP-Glo luminescence | Potency, µM (highest dose often 57.5 µM), for inactives: top-dose activity, negative = inhibition, hits mostly inhibitors;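 note: potency is the fitted concentration of half-maximal effect; 0% = uninhibited 1x PFK enzyme wells and -100% = no-enzyme wells; nearly all actives have a fitted effect of over 60% in size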
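In TEA buffer at pH 8.0 with 5 mM MgCl2, enzyme (1.25 nM) converted F6P (0.5 mM) and ATP (0.1 mM) for 45 min at room temperature. ADP product was read by luciferase luminescence.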
Mito fusion yeast: blocks mitochondrial division or promotes mitochondrial fusion; S. cerevisiae fusion-defective mutant growth rescue, CellTiterGlo 48 h; Potency, µM (doses to about 46.1 µM), without a hit: at the top dose growth rescue (activation), usual class: activators; 320,000 tested, 0.23% active;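 note: potency is the fitted concentration of half-maximal effect; % of control where 0% means no effect; nearly all actives have a fitted effect of over 45% in size; temperature-sensitive fusion mutants such as fzo1-1 at 37 °C on non-fermentable ethanol glycerol medium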
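Growth-rescue viability read-out: after 48 h at the non-permissive 37C in glycerol/ethanol YPEG, yeast mitochondrial fusion mutants are measured by CellTiterGlo luminescence; compounds (23 nl pinned per well) restoring growth score as division inhibitors or fusion activators.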
TCR act: activates T cell receptor signaling; primary human leukocytes, anti-CD3, IL-2 HTRF, 48 h; Potency, µM (top dose mostly 9.22 µM), for the others: at the top dose activation of IL-2 secretion, usual class: activators; 330,000 tested, under 10 active; note: % of control where 0% means no effect
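48 hr co-incubation of compounds, a-CD3 beads and primary human leukocytes; IL-2 quantified homogeneously by HTRF with anti-IL-2 K and d2 conjugates.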
TSHR antagonist: antagonists of human thyroid stimulating hormone receptor | P16473 | TSHR-expressing cells, TSH-stimulated cAMP HTRF, 2 h; active compounds read low | activity change, negative = inhibition, % at 11.5 µM | 330,000 tested, 0.2% active | AID 504810;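 active = activity change below a set negative limit, meaning inhibition stronger than a set level, cut at about -70% in these data; inconclusive = activity change between two set negative limits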; note: % is set by controls: 0 for no effect and ±100 for the full control effect
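Competitive HTRF cAMP read-out (cryptate anti-cAMP antibody, cAMP-d2; 30 min, room temperature) in freshly harvested TSHR cells. Compounds added before TSH at EC80 (4nM final), followed by 2 hours' incubation at 37 deg C.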
PTAP TSG101 blk: blocks PTAP/TSG101 interaction to inhibit HIV-1 budding; 340,000 tested, under 10 active; Potency, µM (doses to about 115 µM), inactives show at the highest dose activity change, negative = inhibition, usual class: inhibitors; Fluorescence polarization, FITC-PTAP peptide / Tsg101 binding; Q99816; AID 493005; active = well fitted inhibition curve with a large enough effect in the main read-out, with a control signal flat, not every such curve was filed as active; inconclusive = small, poorly fitted or top-dose-only effect, or effect the other way, or a change in a side signal; inactive = no such curve, though single readings can be large or run the other way; note: potency is the fitted concentration of half-maximal effect; % of control where 0% means no effect
Target sequence (Q99816 whole entry, looked up): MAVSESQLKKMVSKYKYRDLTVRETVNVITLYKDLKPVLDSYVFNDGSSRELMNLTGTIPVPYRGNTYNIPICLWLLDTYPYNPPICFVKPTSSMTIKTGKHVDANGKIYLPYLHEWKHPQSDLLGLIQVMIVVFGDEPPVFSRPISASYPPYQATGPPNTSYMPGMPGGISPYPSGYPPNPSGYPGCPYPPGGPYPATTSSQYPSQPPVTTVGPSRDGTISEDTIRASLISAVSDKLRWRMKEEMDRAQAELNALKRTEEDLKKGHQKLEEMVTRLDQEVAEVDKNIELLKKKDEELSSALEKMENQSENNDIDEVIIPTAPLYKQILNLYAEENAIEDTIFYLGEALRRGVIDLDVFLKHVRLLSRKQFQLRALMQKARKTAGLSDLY
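Fluorescence polarization binding of Tsg101 binding domain (10 uM final) to FITC-labeled PTAP peptide (50 nM final) in HEPES pH 7.5 buffer with NaCl, Tween 20, EDTA, TCEP. Compounds added before peptide; binding 20 min at RT.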
ELG1 DNA repair: blocks ELG1-dependent DNA repair in HEK293T cells; HEK293T ELG1-luciferase reporter, luminescence, 16 h; DNA damage induced by 5-fluorouridine; Potency, µM (titrated, usually from 46.1 µM), for inactives: at the highest dose activity change, negative = inhibition, actives largely listed as inhibitors; 330,000 tested, 2.3% active; note: potency is the fitted concentration of half-maximal effect; % is set by controls: 0 for no effect and ±100 for the full control effect; nearly all actives have a fitted effect of over 55% in size
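HEK293T cells expressing luciferase-tagged ELG1 (2,000/well) received 5-Fluorouridine plus compound or DMSO for 16 hr at 37 °C. Luciferase was read by ONE-Glo luminescence after 30 min at room temperature.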
a7 integrin act: integrin-mediated muscular dystrophy alleviation activation; alpha7betagal myoblasts, beta-gal FDG fluorescence, 48 h; Potency, µM (top dose mostly 38.3 µM), without a hit: at the highest dose activation, hits mostly activators; 350,000 tested, 0.064% active; AID 624291;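 note: potency is the fitted concentration of half-maximal effect; 100% = response of the positive control SU9516; nearly all actives have a fitted effect of over 60% in size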
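Alpha7betagal+/- myoblasts (passage 13) were plated 16-24 hr, then exposed to compounds (1:260 dilution of DMSO stock) for 48 hours at 37C. After MPER lysis, β-galactosidase reporter activity was read as FDG fluorescence (ex 480/em 540) after 30 minutes.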
* = called active by the depositor; u = inconclusive; x = not tested or not shown; [ ] = remark or other dose. Unless noted, calls come from the whole dose curve; as a rule, active = well fitted curve in the direction sought with a large enough effect; inconclusive = small, poorly fitted or top-dose-only effect, or another doubt; inactive = no such curve, though single readings can be large; an effect the other way counts as inactive or inconclusive.

1: CCn1nnc2cc(C(=O)NCC(c3ccccc3OC)N(C)C)ccc21 (stereo not given)
2: CC1=C(C(=O)Nc2ccccc2)C(c2sccc2C)n2nnnc2N1 (stereo not given)
3: CCCN(C(=O)c1ccc(N(C)S(=O)(=O)c2ccc(C)cc2)cc1)C1CCS(=O)(=O)C1 (stereo not given)
4: CCN=c1scc(C)n1/N=C/c1cc(Br)c(O)c(OC)c1
5: CC(C)(C)c1nnc(NC(=O)C2CCN(C(=O)c3ccco3)CC2)s1
6: N#C/C(=C\c1ccc(-c2ccccc2C(=O)O)o1)c1nc2ccccc2[nH]1
7: CN(C(=O)c1cc(COc2ccc(F)c(F)c2)on1)C1CCOC1 (stereo not given)
8: CCN(CC)CC(O)Cn1c(-c2cccc(Cl)c2)nc2cc(C)c(C)cc21 (stereo not given)

Screen / compound no. | 1 | 2 | 3 | 4 | 5 | 6 | 7 | 8
Eya2 inh | 12% | 15% | 18% | 15% | 0% | 10% | 5% | 11%
BCR signal inh | -25% | 6% | 2% | u | 10% | 4% | 2% | -8%
A-T KAP1 phos | 0% | 6% | 4% | 2% | 2% | 12% | 13% | 0%
S-ASM inh | -1% | x | -3% | 76%[activator] | 1% | -2% | -1% | -4%
Tb PFK block | 3% | 1% | 0% | 2% | 2% | 0% | 1% | 1%
Mito fusion yeast | -1% | -1% | -10% | 13% | 5% | 8% | -1% | -1%
TCR act | -2% | x | 3% | 13% | -5% | -19% | -5% | 0%
TSHR antagonist | -48 | -17 | 4 | 5 | -12 | -6 | -19 | -1
PTAP TSG101 blk | 1% | x | 1% | -1% | 2% | u | -7% | -3%
ELG1 DNA repair | 14% | 10% | 3% | 5.8µM* | -1% | u | 25% | u
a7 integrin act | -1% | x | -20% | 1% | 1% | 20% | 10% | 11%

Among those listed so far, two have an aryl methoxy group.
1: CCn1nnc2cc(C(=O)NCC(c3ccccc3OC)N(C)C)ccc21 (stereo not given)
4: CCN=c1scc(C)n1/N=C/c1cc(Br)c(O)c(OC)c1

Screen / compound no. | 1 | 4
Eya2 inh | 12% | 15%
BCR signal inh | -25% | u
A-T KAP1 phos | 0% | 2%
S-ASM inh | -1% | 76%[activator]
Tb PFK block | 3% | 2%
Mito fusion yeast | -1% | 13%
TCR act | -2% | 13%
TSHR antagonist | -48 | 5
PTAP TSG101 blk | 1% | -1%
ELG1 DNA repair | 14% | 5.8µM*
a7 integrin act | -1% | 1%

Following part.
9: C/C(=N\NC(=O)CNc1cccc(C)c1)c1ccc(Br)s1
10: O=C(CNC(=O)c1ccncc1)N/N=C/c1ccc(O)cc1O
11: CCN(CC)c1ccc(NC(=O)COC(=O)C23CCC(=O)N2c2ccccc2S3)cc1 (stereo not given)
12: CN(C)c1ccc(N=Nc2ccc(S(N)(=O)=O)cc2)cc1
13: COc1ccc(NC(=O)C2CCCN(c3c4c(nc5ncnn35)CCC4)C2)cc1OC (stereo not given)
14: CCOC(=O)N1CCC(Nc2c(-c3ccccc3)c(=O)c2=O)CC1
15: CCOc1ccc(/C=C/C(=O)c2ccc(-c3ccccc3)cc2)cc1
16: Cn1c(C(=O)N2CCCC(C(=O)O)C2)cc2sccc21 (stereo not given)

Screen / compound no. | 9 | 10 | 11 | 12 | 13 | 14 | 15 | 16
Eya2 inh | -1% | -1% | 13% | -24% | 13% | -2% | 1% | 34%
BCR signal inh | 7% | u | 3% | u | 0% | 4% | 0% | 0%
A-T KAP1 phos | 14% | 1% | -6% | 7% | 4% | x | 25% | x
S-ASM inh | -8% | 7% | 0% | -9% | 2% | -5% | 25% | 1%
Tb PFK block | 1% | 1% | -2% | u | 3% | 4% | 4% | 5%
Mito fusion yeast | 18% | 4% | -1% | -9% | 1% | -1% | 5% | -2%
TCR act | -25%[46.1 µM] | -7% | -1% | 0% | x | -4% | 0%[46.1 µM] | 2%
TSHR antagonist | -7 | 1 | 13 | -7 | 6 | 2 | 15 | 0
PTAP TSG101 blk | -7% | -2% | -4% | 0% | -4% | 0% | -4% | -6%
ELG1 DNA repair | u | -11% | 26% | u | -28% | -15% | 3% | 13%
a7 integrin act | 0% | -15% | -28% | -17% | -16%[7.66 µM] | -38% | 41% | -13%

17: Cc1onc(-c2ccccc2Cl)c1C(=O)OCC(=O)N1CCCCC1
18: COc1cc(/C=C/c2nc3ccccc3c(=O)[nH]2)cc(OC)c1OC
19: COc1ccc(-c2nc(C3CCCCC3)no2)cc1OC
20: CC(=O)N1C=CN(C(C)=O)C(c2cn(C)c3ccccc23)C1c1cn(C)c2ccccc12 (stereo not given)
21: COc1ccc(CCC(=O)OCC(=O)Nc2sccc2C#N)cc1
22: CC(=O)Nc1ccc(S(=O)(=O)NC(C(=O)O)C2=CCC=CC2)cc1 (stereo not given)
23: Cc1[nH][nH]c(=O)c1C=NCc1cccc(C(F)(F)F)c1
24: Cc1ccc(C(O)(c2ccccc2)c2ccccc2C(C)N(C)C)c(C)c1 (stereo not given)

Screen / compound no. | 17 | 18 | 19 | 20 | 21 | 22 | 23 | 24
Eya2 inh | 6% | -5% | 5% | -2% | 2% | -1% | -4% | -10%
BCR signal inh | 0% | 4% | -9% | u | 0% | 0% | 5% | u
A-T KAP1 phos | 7% | 10% | 6% | 4% | 0% | 9% | 4% | 16%
S-ASM inh | 4% | 50%[activator] | -9% | 0% | u | 3% | 5% | -8%
Tb PFK block | -1% | 0% | -3% | -8% | -1% | 4% | -8% | 0%
Mito fusion yeast | x | -2% | 6% | -4% | x | -1% | 2% | -2%
TCR act | 7% | -223% | x | 6% | -1% | x | 0% | 2%
TSHR antagonist | x | -9 | -2 | 1 | -12 | 6 | -4 | 4
PTAP TSG101 blk | -7% | -3% | x | -3% | 0% | -5% | -2% | -7%
ELG1 DNA repair | 11% | 35% | u | -15% | u | 0% | 6% | -9%
a7 integrin act | 0% | -30% | -18% | 20% | 16% | -47% | -7% | -61%[inhibitor]

Looked up above.
Reading of COc1ccc(CCC(=O)OCC(=O)Nc2sccc2C#N)cc1 under TSHR antagonist: -12
Reading of COc1cc(/C=C/c2nc3ccccc3c(=O)[nH]2)cc(OC)c1OC under Tb PFK block: 0%
Reading of CC(=O)N1C=CN(C(C)=O)C(c2cn(C)c3ccccc23)C1c1cn(C)c2ccccc12 (stereo not given) under PTAP TSG101 blk: -3%
Reading of COc1ccc(-c2nc(C3CCCCC3)no2)cc1OC under a7 integrin act: -18%

Later entries.
25: COc1ccc(/C=N/NC(=O)CC(=O)NCc2cccnc2)cc1[N+](=O)[O-]
26: CCn1ncc(N2CCOCC2)c(Cl)c1=O
27: COC(=O)c1c(NC(=O)COC(=O)CC(NC(C)=O)c2ccccc2)sc(C)c1C (stereo not given)
28: CCc1nnc(NC(=O)C2=CCN(S(=O)(=O)c3ccc(F)cc3)CC2)s1
29: CC(C)CC(NC(N)=O)C(=O)OCC(=O)Nc1ccc(OC(F)F)cc1 (stereo not given)

Screen / compound no. | 25 | 26 | 27 | 28 | 29
Eya2 inh | 7% | 2% | -18% | -10% | -27%
BCR signal inh | 4% | u | -5% | 3% | 3%
A-T KAP1 phos | 19% | 0% | 9% | -6% | 2%
S-ASM inh | 2% | 0% | 4% | -2% | 0%
Tb PFK block | 1% | -3% | 0% | -5% | 0%
Mito fusion yeast | 1% | -3% | -15% | 2% | -6%
TCR act | 1% | -8% | 7% | 5% | -2%
TSHR antagonist | -23 | -6 | -3 | -1 | 3
PTAP TSG101 blk | -1% | 0% | -3% | u | 0%
ELG1 DNA repair | 7% | 18% | -6% | -5% | 9%
a7 integrin act | 31% | 5% | 18% | 21% | 17%
